# Wnt act: Wnt/beta-catenin pathway activation | Wnt/beta-catenin reporter cell assay, activator, plate reader | activation, % at 9.35 µM | actives 1.2% (n = 300,000) | AID 743398; in the data active means activation above about 30%, passing the limit was not always enough; inconclusive means no clear call, values can overlap the other calls;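 further: 0% = neutral control wells and 100% = positive control wells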
# SR-BI DiI-HDL act: enhances SR-BI lipid uptake from DiI-HDL | CHO ldlA[mSR-BI] cells, DiI-HDL uptake fluorescence, 3 h; 100 = double the neutral-control signal | activation, % at 12.5 µM | actives 0.096% (n = 320,000);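 active means mean replicate activation of at least 60% and every replicate at or above 60%; inconclusive means mean or all-replicate condition met, but not both; inactive means mean below 60% and not all replicates reaching 60%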;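 further: 0% = median plate neutral-control signal and 100% = twice that signal; values of inactives mirror those of a sister screen read the other way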
#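 Material – SR-BI-overexpressing, LDLR-lacking CHO cells · Medium – BSA-supplemented, HEPES-buffered Ham's F12, pH 7.4 · Doses – single concentration · Times – compound with DiI-HDL co-incubation, 3 h at 37 °C · Measured by – bottom-read fluorescence, 550/595 nm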
# CAL PDZ FP-1: blocks peptide binding to the human CAL PDZ domain. inhibition, % at 24.9 µM. actives 0.92% (n = 300,000). Q9HD26. purified CAL PDZ, TMR-peptide fluorescence polarization, 1 h. AID 602252;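 active means mean inhibition of at least 30% with at least half of replicates also reaching 30%; inconclusive means no clear call, values can overlap the other calls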;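 further: 0% = DMSO neutral control and 100% = excess unlabeled competitor peptide PRC23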
# MITF act: activators of MITF-driven TRPM1 promoter activity in SK-MEL-5 cells | SK-MEL-5 TRPM1-promoter luciferase, 24 h; % of positive control, neutral wells = 0 | activation, % at 12.5 µM | actives 0.75% (n = 300,000);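 active means mean activation of at least 80% with every replicate also reaching 80%; inconclusive means mean reaches 80% but some replicate falls short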;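 further: 0% = neutral control wells and 100% = parthenolide positive control wells; values of inactives mirror those of a sister screen read the other way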
# Tat transport: inhibitors of E. coli Tat protein transport | AID 488895 | inhibition, % at 10 µM | actives 0.036% (n = 340,000) | E. coli MC4100 TorA-mCherry Tat export, fluorescence;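 active means mean replicate inhibition at least 50% and at least half of replicates individually reaching 50%; inconclusive means only one of the two criteria met; inactive means neither criterion met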;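 further: exported cargo escapes ClpAP degradation while cytoplasmic cargo is degraded and loses fluorescence; 0% = median of neutral control wells and 100% = median of NaSCN control wells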
# CAL PDZ FP-2: blocks peptide binding to human CAL PDZ domain. Q9HD26. purified CAL PDZ, TMR-peptide fluorescence polarization, 1 h. inhibition, % at 20 µM. actives 0.02% (n = 330,000). AID 504414;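 active means highest replicate inhibition of at least 40%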;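 further: plate controls were DMSO neutral control wells for no effect and unlabeled competitor peptide control wells for full effect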
#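 material = purified tagged CAL PDZ domain construct (CerCALP) | buffer or medium = sodium phosphate/NaCl buffer pH 7.4 with TCEP, IgG, Thesit | reagent = TMR-labelled reporter peptide T*-PRC34 bound in PDZ groove | incubation = 1 h room-temperature incubation prior to read | measured by = fluorescence polarization (mP) | evaluation = percent inhibition from loss of millipolarization | control set = unlabelled peptide and DMSO controls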
# phage Ecoli inh: E. coli growth loss with phage present; growth absorbance; inhibition, % at 11.9 µM; actives 0.26% (n = 360,000); AID 651602; in the data active means inhibition above about 11%
# Ecoli viability: counter-screen for AddAB inhibitors: E. coli growth inhibition | E. coli V3065 growth, OD600 absorbance, 18 h | inhibition, % at 11.9 µM | actives 0.27% (n = 330,000);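 active means inhibition above the campaign's mean inhibition across all tested compounds plus 3 SD, cut at about 9.9% in these data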;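 further: uninfected addAB+ strain grown without phage in ampicillin broth; 0% = DMSO wells and 100% = ciprofloxacin 0.95 µg/ml wells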
# SR-BI HDL uptake: mouse SR-BI HDL lipid transfer inhibition. actives 0.96% (n = 320,000). Q61009. inhibition, % at 12.5 µM. ldlA[mSR-BI] CHO cells, DiI-HDL uptake fluorescence, 3 h;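 active means mean replicate inhibition of at least 70% and a set share of replicates each scoring 70 or more; inconclusive means meets just one of the two criteria; inactive means fails both criteria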;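 further: 0% = median of neutral control wells and 100% = median of positive control wells; values of inactives mirror those of a sister screen read the other way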
# Target sequence (Q61009 whole entry, looked up): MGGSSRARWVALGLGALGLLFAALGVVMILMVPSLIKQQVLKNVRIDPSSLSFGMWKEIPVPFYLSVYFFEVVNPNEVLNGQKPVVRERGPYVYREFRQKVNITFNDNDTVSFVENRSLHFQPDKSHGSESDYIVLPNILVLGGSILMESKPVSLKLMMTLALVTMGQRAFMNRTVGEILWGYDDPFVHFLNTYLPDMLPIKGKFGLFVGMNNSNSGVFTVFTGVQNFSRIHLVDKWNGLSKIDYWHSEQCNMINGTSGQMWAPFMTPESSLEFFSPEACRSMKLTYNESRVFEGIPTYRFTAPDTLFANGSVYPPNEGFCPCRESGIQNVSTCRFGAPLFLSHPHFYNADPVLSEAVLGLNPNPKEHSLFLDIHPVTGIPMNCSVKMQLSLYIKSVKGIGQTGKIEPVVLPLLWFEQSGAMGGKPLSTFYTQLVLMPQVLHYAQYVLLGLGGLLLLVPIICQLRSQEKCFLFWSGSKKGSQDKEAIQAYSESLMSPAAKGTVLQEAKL
# AddAB inh: less growth of phage-infected E. coli with AddAB; E. coli expressing H. pylori AddAB, absorbance growth; inhibition, % at 11.9 µM; actives 0.29% (n = 330,000); AID 435030; in the data active means inhibition above about 12%;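 further: 0% = vehicle wells of infected cells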
# Active calls of the source: *; ? = inconclusive; / = not tested or not shown.
SMILES,Wnt act,SR-BI DiI-HDL act,CAL PDZ FP-1,MITF act,Tat transport,CAL PDZ FP-2,phage Ecoli inh,Ecoli viability,SR-BI HDL uptake,AddAB inh
c1ccc(N2CCN(c3nnnn3-c3ccccc3)CC2)cc1,/,-9.2,-1.6,7.0,4.3,-0.4,3.4,-0.6,9.2,-1.5
N#Cc1c(C(F)(F)F)cc(-c2ccccc2)n(N)c1=O,1.4,6.5,-1.8,17.2,1.2,-0.2,3.1,-1.0,-6.5,1.0
CCCCN(C(=O)c1ccc(NC2CC2)c([N+](=O)[O-])c1)c1c(N)n(CC(C)C)c(=O)[nH]c1=O,-2.0,19.2,-1.4,5.3,2.3,-0.7,6.6,-2.1,-19.2,-0.2
Cc1ccc([N+](=O)[O-])cc1N=C(c1cccc(Br)c1)N1CCOCC1,-8.8,-45.3,-6.2,-9.9,0.0,/,0.5,-1.0,45.3,-1.0
COc1ccccc1NC(=O)NCCN1CCN(c2cccc(Cl)c2)CC1,0.0,/,-1.5,-10.1,8.7,-1.2,1.5,0.8,/,-0.7
C=CCn1c(COc2ccc(F)cc2)nnc1SCC(=O)NC1CCS(=O)(=O)C1 (centres undefined),-2.5,16.3,-0.5,-8.1,-2.9,-1.9,3.3,-0.6,-16.3,-0.2
Cc1ccc(CCN2CC(C(=O)NCCN3CCCCCC3)CC2=O)cc1 (centres undefined),/,11.3,-1.3,-4.0,-2.9,-0.4,0.7,-2.2,-11.3,-2.2
CC1=NC(C(F)(F)F)(C(F)(F)F)C(C#N)=C(C)N1,/,36.8,-4.1,-5.4,3.2,-1.5,0.1,-2.1,-36.8,-2.5
Cc1c(NC(=O)c2ccc(F)cc2)c(=O)n(-c2ccccc2)n1C,-1.7,12.3,/,/,-3.0,-0.5,1.3,0.5,-12.3,1.4
CCN(CC)S(=O)(=O)c1cccc(C(=O)OCC(=O)Nc2ccc3c(c2)c2ccccc2n3CC)c1,-2.5,-23.9,-2.4,8.0,-7.0,0.1,0.3,0.2,23.9,3.2
CCNC(=O)N1CCN(CCCC(c2ccc(F)cc2)c2ccc(F)cc2)CC1,-0.2,-61.6,-2.4,0.2,0.8,-0.9,3.6,0.3,61.6,-0.9
CC1CN(Cc2nnc(-c3ccccc3)o2)CC(C)O1 (centres undefined),-0.5,36.9,1.7,0.1,1.7,-0.9,1.8,-2.5,-36.9,-1.2
COC(=O)c1[nH]c2cc(OC)ccc2c1NC(=O)CCN1CCN(c2cccc(C)c2C)CC1,-0.1,-55.5,-3.9,1.0,22.6,0.3,3.3,-0.5,55.5,2.2
CCOc1ccc(C(=O)NCc2ccc3c(c2)OCO3)cc1OCC,-2.0,2.8,-4.4,-0.5,-2.0,-0.5,-0.2,-0.9,-2.8,-0.8
CS(=O)(=O)Cc1cccc(C(=O)NC2CCSc3ccccc32)c1 (centres undefined),-3.4,-5.7,/,-0.1,-0.9,-0.5,-1.5,-0.8,5.7,1.7
COc1ccc(N(CC(=O)Nc2ccc(C)cc2C)S(=O)(=O)c2ccccc2[N+](=O)[O-])c(OC)c1,-1.1,9.5,6.4,-13.3,-4.4,-0.5,4.2,0.4,-9.5,-0.8
Cc1cc(C(=O)N/N=C/c2cc(N=Nc3ccccc3)ccc2O)n[nH]1,/,-115.1,-3.5,-45.0,-5.0,-1.0,/,2.3,115.0*,4.0
O=C(CSc1nccc(=O)[nH]1)NCc1ccc2c(c1)OCO2,1.0,11.9,-0.7,-0.1,-0.7,-2.3,0.1,3.0,-11.9,1.0
C/C=C(\C)CN1CCc2cc(OC)c(OC)cc2C1,/,20.1,-0.5,4.3,1.7,-2.0,3.7,2.3,-20.1,1.4
Cc1ccc(CS(=O)(=O)CCC(=O)NCc2ccccn2)cc1,/,5.2,0.1,0.7,3.0,-0.6,0.6,1.9,-5.2,2.8
CC(C)(C)OC(=O)NCCCC[C@H](NC(=O)c1nc[nH]c1C(=O)NC(c1ccccc1)c1ccccc1)C(=O)OC(C)(C)C,-9.3,54.7,-0.8,9.8,0.2,-0.2,3.2,1.4,-54.6,1.6
COc1ccc(C2C(C(C)=O)=C(O)C(=O)N2c2ccc(O)cc2)cc1 (centres undefined),0.0,6.6,-0.3,/,-8.1,0.0,0.0,-2.6,-6.6,2.9
CC(CC(=O)NC(C)c1ccc2c(c1)OCCO2)c1ccccc1 (centres undefined),/,-1.7,0.8,-7.6,-4.1,0.4,0.6,0.7,1.7,2.2
Cc1nc2c(c(=O)c3ccccc3n2C)c(=O)n1C1CCCCCC1,12.2,/,0.3,/,-2.1,-0.4,3.0,-0.4,/,-2.6
COC(=O)Cc1ccc(NC(=S)NCc2ccco2)cc1,-0.3,0.6,-2.3,13.5,3.3,-0.4,4.2,1.6,-0.6,0.8
COc1ccc2c(c1)C(=O)N(c1ccccc1OC)C(=O)C2,-1.2,14.3,-9.7,-1.1,-17.3,-1.8,1.1,-1.3,-14.3,2.1
COc1ccc(-c2cc(C(F)(F)F)n3nc(C(=O)NCc4ccco4)cc3n2)cc1,/,-59.7,0.6,-5.6,12.2,-3.5,0.9,0.7,59.7,-0.9
O=C(O)C1(NS(=O)(=O)c2ccc(Cl)cc2)CCCCC1,/,12.2,-3.1,-7.5,-1.0,-0.9,1.8,-1.2,-12.2,1.6
COc1cc(CNCCc2ccccc2)ccc1OCC(=O)NC(C)(C)C,/,16.5,-2.0,19.4,-7.1,-0.3,2.2,2.0,-16.5,3.7
Cc1[nH]c(C)c(S(=O)(=O)N2CCN(c3ccccc3)CC2)c1C(=O)N1CCCCC1,-3.5,12.1,-0.1,4.1,-0.1,-2.2,0.6,2.2,-12.1,3.2
O=P(c1ccccc1)(c1ccccc1)C(O)c1ccc(Br)cc1 (centres undefined),-1.4,-12.2,0.8,-3.5,9.4,3.1,0.1,0.1,12.2,5.1
Cn1c(SCc2cccc(Br)c2)nc2c1c(=O)[nH]c(=O)n2C,-1.0,-11.3,/,15.1,6.2,-1.3,3.8,-0.5,11.3,1.0
COc1ccccc1CCC(=O)Nc1nccs1,0.7,0.5,6.9,7.7,-9.9,0.4,1.1,-0.7,-0.5,0.1
FC(F)(F)c1ccc(Cl)c(-n2c(-c3cc(C4CC4)[nH]n3)n[nH]c2=S)c1,-7.0,-9.2,-4.8,-7.5,2.4,0.5,3.6,2.7,9.2,4.5
Cc1ccc(S(=O)(=O)NC2CC(C)(C)NC(C)(C)C2)cc1,-0.2,-3.3,/,9.1,1.2,-0.6,1.1,1.6,3.3,1.8
COc1ccc(CNC(=O)C[C@H]2C[C@H](C(=O)N3CCCCC3)[C@@]3(C)c4[nH]c5cc(CCC(=O)N(C)C)ccc5c4CCN3C2=O)cc1OC,-0.2,5.8,0.8,1.4,7.2,-1.8,-0.9,1.6,-5.8,1.4

# Marked active in SR-BI HDL uptake, among the entries above:
canonical_smiles,Wnt act,SR-BI DiI-HDL act,CAL PDZ FP-1,MITF act,Tat transport,CAL PDZ FP-2,phage Ecoli inh,SR-BI HDL uptake,AddAB inh
Cc1cc(C(=O)N/N=C/c2cc(N=Nc3ccccc3)ccc2O)n[nH]1,/,-115.1,-3.5,-45.0,-5.0,-1.0,/,115.0*,4.0

# Further entries follow.
SMILES,Wnt act,SR-BI DiI-HDL act,CAL PDZ FP-1,MITF act,Tat transport,CAL PDZ FP-2,phage Ecoli inh,Ecoli viability,SR-BI HDL uptake,AddAB inh
O=C1NC(=Nc2ccc(O)cc2)S/C1=C\C=C\c1ccco1,0.3,/,4.2,12.7,2.2,0.2,0.3,-1.4,/,0.8
COc1cc(NCCCn2cnc3c(OCc4ccccc4)ncnc32)cc(OC)c1OC,-0.9,-7.6,/,2.9,-2.0,-1.9,-0.7,/,7.6,/
CCCSc1nc2ccsc2c(=O)n1CC,-6.2,32.7,-1.5,-6.3,3.7,0.4,5.0,-0.7,-32.7,0.2
CC(=O)NCCc1ccc(S(=O)(=O)Nc2ccc(C)c(S(=O)(=O)N3CCOCC3)c2)cc1,0.9,3.8,1.7,-3.8,-0.7,-0.1,1.3,0.7,-3.8,2.4
O=C(CSCC(=O)N1CCCCC1)OCC(=O)c1c[nH]c2ccccc12,-1.1,-13.5,-1.2,-10.3,16.6,-0.8,3.1,-1.6,13.5,0.4
Cn1cnnc1Sc1ccc(C(=O)NCCC23CC4CC(CC(C4)C2)C3)cc1[N+](=O)[O-],/,0.1,-8.8,3.0,7.6,-1.4,-0.8,1.7,-0.1,2.4
Cc1ccccc1NC(=O)c1cccc(N2C(=O)C3CCC(C)CC3C2=O)c1 (centres undefined),-2.3,/,4.1,-7.2,27.7,-0.5,1.4,0.8,/,5.4
O=C(COC(=O)c1cccc(-n2cnnn2)c1)c1ccc(F)cc1,0.5,4.1,-2.1,53.1,-1.6,-2.7,2.9,-2.0,-4.1,-1.2
CCOc1ccccc1N(C)C(=O)C1CCN(S(=O)(=O)c2cccc3nonc23)CC1,/,36.6,/,6.2,-1.9,-1.2,2.6,-2.4,-36.6,-2.5
O=C(c1cccc(Cl)c1)N1CCN(S(=O)(=O)c2ccc(Cl)s2)CC1,3.0,-1.6,-12.8,1.4,1.0,-0.5,-0.1,2.3,1.6,2.1
CCN(CC(=O)Nc1c(F)cccc1F)C(=O)C1CC1,0.2,?,-1.0,-2.6,2.3,0.2,2.1,1.8,-167.9,1.8
O=[N+]([O-])c1cccc(S(=O)(=O)[N-]c2nc3ccccc3nc2-n2cc[n+](Cc3ccccc3)c2)c1,-1.4,28.7,/,/,2.5,-0.3,2.7,0.0,-28.7,-0.6
COc1ccc(-c2csc(NC(=O)CSc3nc4ccccc4c(=O)[nH]3)n2)cc1,5.1,-11.7,-2.9,-1.5,-5.4,-1.1,-1.9,-5.1,11.7,-0.4
CC[C@H](C)[C@H]1O[C@]2(CC[C@@H]1C)C[C@@H]1C[C@@H](CC=C(C)[C@@H](O[C@H]3C[C@H](OC)[C@@H](O[C@H]4C[C@H](OC)[C@@H](O)[C@H](C)O4)[C@H](C)O3)[C@@H](C)C=CC=C3CO[C@@H]4[C@H](O)C(C)=C[C@@H](C(=O)O1)[C@]34O)O2,/,3.3,1.5,-54.7,0.4,0.2,/,0.2,-3.3,1.1
O=C(O)c1ccc(CNC(=O)C2CCCN2C(=O)OCc2ccccc2)cc1 (centres undefined),7.0,6.0,-4.7,2.9,-6.1,-1.2,2.2,/,-6.0,/
CNC(=O)[C@@]1(Cc2ccccc2)C=C[C@@H](C)N1C(=O)OC,0.9,6.4,0.7,14.0,17.9,0.2,0.0,1.2,-6.4,3.7
Cn1c2c(c(=O)n(C)c1=O)NC1(N2)C(=O)Nc2ccccc21 (centres undefined),1.2,11.4,-5.0,-4.9,4.1,-0.5,2.8,-0.2,-11.4,-0.6
Cc1ccccc1S(=O)(=O)Cc1ccc(C(=O)N2CC(C)CC(C)C2)o1 (centres undefined),-2.1,4.0,/,7.0,-1.0,0.6,5.4,0.9,-4.0,3.3

# Screening data: PubChem, several laboratories
